Bioassay records from PubChem BioAssay.
Rpn11 inh: blocks the human proteasome subunit Rpn11 | calls only at 20 µM | O00487 | human 26S proteasome, Ub4-pepOG fluorescence polarization; 20S core pre-blocked with epoxomicin | actives 0.59% (n = 360,000);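 active = inhibition at 20 µM, scaled to each plate's controls, above about 33%, limit read from the data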
CSN deneddyl inh: blocks human CSN-mediated cullin deneddylation | Purified CSN, SCF-Nedd8-OG deneddylation, fluorescence polarization | inhibition, % at 12.5 µM | actives 0.38% (n = 360,000);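 active = pattern-corrected inhibition above about 35%, with an unprinted fluorescence ratio check between 0.5 and 1.5, limit read from the data, passing the limit was not always enough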;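 note: 0% = enzyme with substrate and 100% = substrate without enzyme; some results filed as inactive read as strong as hits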
Target sequence (Q92905 whole entry, looked up, one chain of several): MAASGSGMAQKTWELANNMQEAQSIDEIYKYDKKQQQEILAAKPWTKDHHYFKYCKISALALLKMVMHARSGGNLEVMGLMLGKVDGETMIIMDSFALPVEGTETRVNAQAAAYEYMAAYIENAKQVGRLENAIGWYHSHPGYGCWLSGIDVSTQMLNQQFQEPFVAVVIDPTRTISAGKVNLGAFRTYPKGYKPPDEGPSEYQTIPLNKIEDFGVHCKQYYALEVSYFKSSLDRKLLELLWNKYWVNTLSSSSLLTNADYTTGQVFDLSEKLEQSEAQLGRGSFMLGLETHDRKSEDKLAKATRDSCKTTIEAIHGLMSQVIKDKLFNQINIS
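Detection – fluorescence polarization · System – HEK293T-derived human Csn5 enzyme · Controls – substrate-only high control, full reaction low control · Timing – 90 min, room temperature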
Rin1 Abl inh: blocks binding of human Rin1 to Abl. P00519+Q13671. TR-FRET Rin1/Abl binding, biochemical. inhibition, % at 7.35 µM. actives 0.4% (n = 360,000); in the data active = inhibition above about 5%, passing the limit was not always enough
PABP1 MLLE inh: blocks PAM2 peptide binding to the PABP1 MLLE domain; inhibition, % at 20 µM; actives 0.36% (n = 360,000); P11940; AID 588489; GST-MLLE / FITC-PAM2 fluorescence polarization; in the data active = inhibition above about 35%, passing the limit was not always enough;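 note: plate controls were DMSO wells with GST-MLLE for no effect and wells lacking GST-MLLE protein for full effect; some results filed as inactive read as strong as hits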
Target sequence (P11940 whole entry, looked up, the tested form may be a part): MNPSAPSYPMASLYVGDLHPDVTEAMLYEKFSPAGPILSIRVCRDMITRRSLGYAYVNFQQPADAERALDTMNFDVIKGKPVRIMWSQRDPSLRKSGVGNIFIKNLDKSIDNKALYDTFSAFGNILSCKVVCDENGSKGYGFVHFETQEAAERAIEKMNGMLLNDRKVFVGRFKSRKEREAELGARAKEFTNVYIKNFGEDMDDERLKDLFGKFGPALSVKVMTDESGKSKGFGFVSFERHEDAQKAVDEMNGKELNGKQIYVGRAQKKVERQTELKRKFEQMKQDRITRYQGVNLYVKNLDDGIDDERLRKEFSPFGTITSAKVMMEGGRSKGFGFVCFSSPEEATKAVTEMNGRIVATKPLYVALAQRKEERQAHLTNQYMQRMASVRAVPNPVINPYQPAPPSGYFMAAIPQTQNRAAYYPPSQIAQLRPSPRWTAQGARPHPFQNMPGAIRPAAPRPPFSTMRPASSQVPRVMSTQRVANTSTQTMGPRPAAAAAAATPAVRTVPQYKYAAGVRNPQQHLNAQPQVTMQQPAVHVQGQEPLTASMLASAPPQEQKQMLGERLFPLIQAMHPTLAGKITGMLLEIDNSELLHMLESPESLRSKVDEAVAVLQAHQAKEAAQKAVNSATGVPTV
MsrA inh: bovine MsrA inhibition; purified bovine MsrA, absorbance read-out; inhibition, % at 15.5 µM; actives 0.75% (n = 360,000); AID 651718; in the data active = inhibition above about 4.5%;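 note: 0% = vehicle wells with enzyme and 100% = reference inhibitor wells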
bovine MsrA act: bovine methionine sulfoxide reductase A activation | purified bovine MsrA, absorbance read-out | activation, % at 10.6 µM | actives 0.3% (n = 360,000); in the data active = activation above about 7.5%;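 note: 0% = vehicle and 100% = reference activator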
MT1-MMP act inh: inhibitors of human MT1-MMP activation; P50281; HT1080 RFP-PRO-GFP cells, GFP/RFP ratio fluorescence, overnight; percent of plate control window, DMSO zero; GFP/RFP ratio change, % at 20 µM; actives 0.061% (n = 360,000); AID 651647;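 active = GFP/RFP ratio change of at least 30% with cell ATP level not reduced by more than half and red fluorescence within 50% of control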; note: strong numbers were not always called active
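Compound: 20 µM single dose, 1% DMSO / System: HT1080 RFP-PRO-GFP cells / Controls: DMSO and RFP-L50D-GFP cell wells / Read-out basis: GFP/RFP fluorescence ratio / Schedule: overnight compound exposure at 37 °C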
FAS-TE inh: blocks the thioesterase domain of human fatty acid synthase. inhibition, % at 15 µM. P49327. recombinant FAS-TE, OMFH fluorogenic substrate, fluorescence endpoint. actives 0.67% (n = 360,000). AID 602261;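 active = compounds whose normalised, plate-corrected inhibition of enzyme fluorescence in the single-dose primary screen is 50% or more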;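 note: 0% = DMSO with enzyme and 100% = substrate without enzyme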
E coli Lon inh: E. coli protease La inhibition | P0A9M0 | purified E. coli Lon protease, fluorescence polarization | inhibition, % at 7.94 µM | actives 0.42% (n = 360,000); in the data active = inhibition above about 13%, passing the limit was not always enough;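 note: 0% = enzyme with probe and DMSO and 100% = no enzyme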
The depositor's hits bear a star; i = inactive; · = no result given; + = active, no number.

SMILES	Rpn11 inh	CSN deneddyl inh	Rin1 Abl inh	PABP1 MLLE inh	MsrA inh	bovine MsrA act	MT1-MMP act inh	FAS-TE inh	E coli Lon inh
O=[N+]([O-])c1ccc(O)c(/C=N/NC(=S)Nc2ccc(Cl)cc2Cl)c1	i	3	-6	7	1.0	-4	-11	42	-7
Cc1ccc(C(=O)C[n+]2cc(Br)cc(Br)c2)cc1[N+](=O)[O-]	i	0	-1	-13	-1.5	-2	2	2	-9
Cc1cccc(N=C2NC(=O)/C(=C/c3cccnc3)S2)c1C	i	-3	0	4	2.0	-5	-4	-2	-4
COc1ccc(N2CCN(C(=O)c3ccc(CS(=O)c4cccc(C)c4)o3)CC2)cc1 (configuration not stated)	i	-5	0	-13	0.3	-1	-2	-4	-2
O=C(Nc1ccc(S(=O)(=O)Nc2ncccn2)cc1)c1cc([N+](=O)[O-])ccc1Cl	i	0	3	-6	0.2	-2	-3	-5	11
O=C(CSc1nnc(COc2ccc(Cl)cc2)o1)N1CCOCC1	i	-1	2	10	-0.3	-2	7	-4	-2
N#CCSc1nnc(CNc2cccc(Cl)c2)o1	i	-4	0	10	1.7	-1	0	-6	-6
CC(C)NCC(O)COc1ccc(Br)cc1 (configuration not stated)	i	0	0	6	0.7	-3	0	-11	-4
Cc1nn(-c2ccccc2)c2c1C1(C(=O)N(C)c3ccccc31)C(C#N)=C(N)O2 (configuration not stated)	i	-1	0	2	-0.5	-3	7	1	-3
O=C(N/N=C/c1ccc2cccc(OCc3ccccc3)c2n1)c1ccc(Br)cc1	i	11	1	11	2.8	-5	-1	18	-2
CCCCN(C(=O)C(C)N1C(=O)c2ccccc2C1=O)c1c(N)n(CC(C)C)c(=O)[nH]c1=O (configuration not stated)	i	1	-1	-12	0.2	0	1	-7	-8
Nc1nc(CN2CCOCC2)cs1	i	0	0	6	1.4	-2	2	-4	0
COc1ccccc1-c1cnc(C(O)c2cc(C)c(OC)c(C)c2)[nH]1 (configuration not stated)	i	-2	-2	9	-0.2	-1	2	-7	-10
Cc1cccc(NC(c2ccc(O)cc2)c2ccc3ccc(C)nc3c2O)n1 (configuration not stated)	i	-7	0	25	-0.7	-12	2	-1	9
COC(=O)C1=C(NC(=O)c2ccc(Br)cc2)CCS1	i	1	-1	22	0.2	-2	0	12	-1
O=C(O)c1cccnc1Oc1ccccc1	i	4	-5	-3	-0.4	-4	4	-14	-7
COc1ccc2nc(NC(=O)CSc3nnnn3C3CCCCC3)sc2c1	i	1	0	-1	-0.7	-4	-7	12	0
CCOc1ccc(C(=O)CCN2CCOCC2)cc1	i	1	-2	13	-0.2	-7	0	-3	2
CC(C)NS(=O)(=O)c1ccc(CCC(=O)Nc2ccc3c(c2)OCO3)cc1	i	1	2	3	0.1	-2	6	-5	5
Cc1ccc(S(=O)(=O)N2CCC[C@H]2C(=O)OCc2cc(=O)oc3cc(C)ccc23)cc1	i	1	-1	10	1.4	-2	-7	31	-11
O=C(CCNC(=O)c1ccc([N+](=O)[O-])cc1)Nc1ccccc1N1CCCCC1	i	0	1	2	0.6	0	4	37	-7
O=Cc1ccc(N2CCN(S(=O)(=O)c3ccc4c(c3)CC(=O)N4)CC2)cc1	i	5	-2	-15	1.8	-3	-2	0	-5
CCn1cc(C(=O)NCc2ccccn2)c(=O)c2cc(F)c(N3CCN(C)CC3)cc21	i	-4	-2	-2	0.5	-3	1	-5	-1
Cc1sc(Cc2nc(O)cs2)nc1-c1ccccc1	i	0	0	12	3.3	-9	-2	-2	-17

Compound profiles, from the list above. Values in the order: Rpn11 inh	CSN deneddyl inh	Rin1 Abl inh	PABP1 MLLE inh	MsrA inh	bovine MsrA act	MT1-MMP act inh	FAS-TE inh	E coli Lon inh
COC(=O)C1=C(NC(=O)c2ccc(Br)cc2)CCS1 is entered as i	1	-1	22	0.2	-2	0	12	-1
O=Cc1ccc(N2CCN(S(=O)(=O)c3ccc4c(c3)CC(=O)N4)CC2)cc1 is entered as i	5	-2	-15	1.8	-3	-2	0	-5

Further structures
SMILES	Rpn11 inh	CSN deneddyl inh	Rin1 Abl inh	PABP1 MLLE inh	MsrA inh	bovine MsrA act	MT1-MMP act inh	FAS-TE inh	E coli Lon inh
O=C(O)c1ccc2c(c1)CC(c1ccccc1)OC2=O (configuration not stated)	i	-4	0	-3	-0.5	-2	7	-5	-13
CCNc1ccc(C(=O)OCC(=O)N2c3ccccc3NC(=O)C2(C)C)cc1[N+](=O)[O-]	i	1	-6	-1	-1.0	-3	3	5	9
O=c1c2c(nc3cc(-c4cccc(F)c4)[nH]n13)CCC2	i	-1	2	9	1.0	-6	0	-2	0
CN(C(=O)COC(=O)c1cncc(Br)c1)C1CCCCC1	i	-4	2	6	0.3	-9	2	2	11
CCOC(=O)N1CCN(C(=O)c2ccc(CNS(=O)(=O)c3ccc(NC(C)=O)cc3)cc2)CC1	i	-2	7	-7	-0.3	-1	-4	-5	-7
CSc1ccc(CNC(=O)Cc2ccc(NC(=O)C3=C(C)OCCS3)cc2)cc1	i	1	-3	4	1.4	2	-2	-1	3
Fc1ccccc1OCCCCCCN1CCCC1	i	-1	2	5	-0.8	-2	20	-7	-6
CN1c2ccc(Cl)cc2C(=O)NC1c1ccc([N+](=O)[O-])s1 (configuration not stated)	i	4	-3	8	0.3	-2	-1	-1	-5
COc1ccccc1-n1c(CNc2c(C)cccc2C)nnc1SCC(=O)N1CCOCC1	i	-4	0	-14	-0.6	1	-3	-4	1
O=C(NCc1ccccn1)C1CCCN(S(=O)(=O)c2ccc(Br)cc2)C1 (configuration not stated)	i	-4	2	-2	1.1	-1	4	-8	-23
CCc1onc(C)c1C(=O)O	i	1	-1	-15	0.6	-2	-5	-3	7
O=S(=O)(c1ccccc1)c1cnc(-c2cccnc2)nc1-c1ccc(Cl)cc1Cl	i	-3	3	9	2.4	0	-9	28	17
CCOC(=O)CSc1nc2c([nH]c3ccccc32)c(=O)n1C	i	10	1	-5	1.4	-1	3	-7	3
O=C(/C=C/c1ccccc1Cl)N1CCN(c2ncccn2)CC1	i	-1	1	-7	-0.9	1	-1	-6	-9
COc1cc(C(=S)N2CCOCC2)ccc1OS(=O)(=O)c1ccc(C)cc1	i	-3	-2	6	0.6	1	2	10	-11
O=C(N/N=C/c1cccc2ccccc12)c1cc2ccccc2o1	i	-3	0	3	1.6	-7	-1	-2	19
CC(C)(C)OC(=O)NC(Cc1ccccc1)C(=O)N1CCC(C(=O)NCC(=O)Nc2ccc(F)cc2)CC1 (configuration not stated)	i	-4	3	38*	-1.2	-6	-4	-11	22*
CCN(c1ccccc1)S(=O)(=O)c1ccc(N)cc1	i	-8	-2	0	-0.9	2	3	-1	8
COc1cccc(CNC(=O)CCC2CCCN(C(=O)c3cc(C)on3)C2)c1 (configuration not stated)	i	0	-1	3	-1.8	-1	-2	-3	5
CCOc1ccc(N2C(=O)/C(=C/c3cccs3)N(CC(=O)OC)C2=S)cc1	i	1	-1	-3	-1.0	-1	-1	20	-1
O=C(O)CCC(=O)N1CC=C(c2ccccc2)CC1	i	-2	-1	-2	0.7	2	2	-9	-1
Cc1cccc(NC(=O)C2CCN(S(=O)(=O)c3cccc4cccnc34)CC2)n1	i	6	3	1	1.7	-2	-2	3	0
N#C/C(=C\Nc1ccc(Cl)cn1)S(=O)(=O)c1ccccc1	i	0	-3	6	1.4	-2	2	10	-10
CCCn1c(=N)n(CC(=O)O)c2ccccc21	i	-1	-3	9	1.4	-9	5	-6	-10
S=C(NCCc1ccccc1)N1CCn2cccc2C1c1ccncc1 (configuration not stated)	i	2	-1	-59	1.7	-6	-3	16	-3
N#CCCN1CCN(CCC#N)C1=S	i	0	8	-10	-1.3	1	7	-8	-6
CC(C)C(c1nnnn1Cc1ccccc1)N1CCc2ccccc2C1 (configuration not stated)	i	3	1	10	1.1	-1	-4	7	3
O=C(CCc1nc2ccccc2c(=O)[nH]1)Nc1cc(C(F)(F)F)ccc1N1CCOCC1	i	1	0	10	-0.8	-2	0	2	-3
Cc1ccc(S(=O)(=O)N2CCN(C(=O)Cn3cnc4c3c(=O)n(C)c(=O)n4C)CC2)cc1C	i	-1	17*	-30	-2.1	0	-7	-4	-11
Cc1ncoc1C(=O)N1CCCC(C(=O)c2cccc(C(F)(F)F)c2)C1 (configuration not stated)	i	1	0	4	-0.6	-7	4	-8	0
CCOC(=O)COn1c(=O)c(-c2ccc(F)cc2)[n+]([O-])c2ccccc21	i	-3	-1	-13	-0.2	-1	-1	-5	0
COc1ccc(-c2nc(CSCC(=O)NCCC3=CCCCC3)c(C)o2)cc1OC	i	3	0	21	1.7	2	-1	6	-8
COc1ccc(S(=O)(=O)Nc2ccccc2C(=O)N2CCOCC2)cc1F	i	2	1	-2	-0.6	0	0	-2	-3
NS(=O)(=O)c1ccc(NC(=O)c2cc(-c3ccccc3O)n[nH]2)cc1	i	-2	3	3	0.2	-8	0	-11	-3
Cc1cc(C)c(S(=O)(=O)N2CCOC2CNC(=O)C(=O)NCCCN2CCOCC2)c(C)c1 (configuration not stated)	i	3	2	-5	-0.1	-6	-2	-5	7
CC1(C)Cc2ccccc2-c2nc3ccccc3c(=O)n21	i	-3	-1	-9	1.3	1	0	11	-12

5 records picked at random from the list so far:
SMILES	Rpn11 inh	CSN deneddyl inh	Rin1 Abl inh	PABP1 MLLE inh	MsrA inh	bovine MsrA act	MT1-MMP act inh	FAS-TE inh	E coli Lon inh
CC(C)C(c1nnnn1Cc1ccccc1)N1CCc2ccccc2C1 (configuration not stated)	i	3	1	10	1.1	-1	-4	7	3
CCCn1c(=N)n(CC(=O)O)c2ccccc21	i	-1	-3	9	1.4	-9	5	-6	-10
CCN(c1ccccc1)S(=O)(=O)c1ccc(N)cc1	i	-8	-2	0	-0.9	2	3	-1	8
CCOC(=O)N1CCN(C(=O)c2ccc(CNS(=O)(=O)c3ccc(NC(C)=O)cc3)cc2)CC1	i	-2	7	-7	-0.3	-1	-4	-5	-7
CCCCN(C(=O)C(C)N1C(=O)c2ccccc2C1=O)c1c(N)n(CC(C)C)c(=O)[nH]c1=O (configuration not stated)	i	1	-1	-12	0.2	0	1	-7	-8

Additional compounds follow.
SMILES	Rpn11 inh	CSN deneddyl inh	Rin1 Abl inh	PABP1 MLLE inh	MsrA inh	bovine MsrA act	MT1-MMP act inh	FAS-TE inh	E coli Lon inh
CC1=CN2C(=N)/C(=C/c3cn(CCCOc4ccccc4C)c4ccccc34)C(=O)N=C2S1	i	-11	4	8	-0.1	-2	0	-5	3
CCc1nnc(NC(=O)CCC(=O)N2CCN(Cc3ccc(OC)c(F)c3)CC2)s1	i	-1	2	14	-1.3	-5	6	-5	5
CCN1CCN(c2cc(C)c3cc(NC(=O)CCC(=O)Nc4ccc(OC)cc4OC)ccc3n2)CC1	i	-2	-4	3	1.9	-7	-10	-1	3
CC(C)n1cc(/C=C/c2cc[n+](C)cc2)c2ccccc21	·	-74	-133	43	0.0	-1	-243	-21	-311
O=C/C(=C\Nc1ccccn1)c1nc2ccccc2o1	i	-2	-4	8	0.7	-8	-132	-3	-16
COc1ccc(S(=O)(=O)N2CCN(CC(=O)c3[nH]c(C)c(C(C)=O)c3C)CC2)cc1OC	i	1	1	2	0.1	5	1	-5	0
COc1c(C(=O)Nc2ccc(CN3CCOCC3)cc2)cc2ccccc2c1Br	i	-3	-5	-1	-0.6	-6	6	10	-4
CN(C)C(=O)C(OC(=O)c1ccc2c(c1)CCCC2)c1ccccc1 (configuration not stated)	i	-4	-3	12	-1.3	5	0	10	5
CCOC(=O)N1CCC(NC(=O)C2CCN(C(=O)N3CC(C)Oc4ccc(C)cc43)CC2)CC1 (configuration not stated)	i	3	0	5	0.3	2	-5	2	-3
COC(=O)C1=C(C)N(CCc2ccc(OC)c(OC)c2)C(=O)/C1=C\N(C)C	+	2	-2	6	0.7	3	5	-5	-9
O=C(NC1CC1)C1=C[C@@H](C2CC2)C[C@@H](OCCCCO)O1	i	3	1	10	-0.7	0	2	-8	-10
